CAL PDZ FP-1 – untagged CAL PDZ binding inhibitors, primary screen, biochemical, fluorescence polarization, HTS; Golgi-associated PDZ and coiled-coil motif-containing protein (Homo sapiens), Q9HD26; purified CAL PDZ, TMR-peptide fluorescence polarization, 1 h; inhibition, % at 24.9 µM; actives 0.92% (n = 300,000); AID 602252, 2012;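 active = mean inhibition of at least 30% with at least half of replicates also reaching 30%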;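 also: 0% = DMSO neutral control and 100% = excess unlabeled competitor peptide PRC23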
LANA DNA inh – inhibitors of KSHV C-LANA binding to DNA, primary screen, biochemical, fluorescence polarization, FAM-LBS DNA, MBP-C-LANA, single point. Kaposi's sarcoma herpesvirus LANA C-terminal domain (residues 932-1162) DNA binding. inhibition, % at 9 µM. actives 0.078% (n = 340,000). AID 504423, 2011;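 active = highest replicate inhibition at or above 60% at 9 µM, even if other replicates fall short; inactive = all replicates below 60% inhibition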;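 also: 0% = neutral control wells and 100% = 4 µM acridine orange control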
Keap1 Nrf2 FP – Keap1-Nrf2 protein-protein interaction inhibitors, primary screen, biochemical, fluorescence polarization, single point; Kelch-like ECH-associated protein 1 (Homo sapiens), Q14145; Keap1 Kelch-Nrf2 peptide fluorescence polarization, 1536-well; inhibition, % at 9.4 µM; actives 0.15% (n = 340,000); in the data active = inhibition above about 12%;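 also: human Keap1 Kelch domain with fluorescein labeled Nrf2 9mer peptide probe; 0% = neutral control wells and 100% = peptide positive control; higher means more block of Keap1 binding to Nrf2 peptide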
RTF Ca sens inh – cardiac RTF calcium sensitivity inhibitors, primary screen, biochemical, IANBD-TnC fluorescence, EC70 calcium. actives 0.12% (n = 340,000). Troponin I, cardiac muscle (Homo sapiens) + Troponin T, cardiac muscle (Homo sapiens) + …. inhibition, % at 7.15 µM. IANBD-labeled cardiac RTF, Ca2+ fluorescence. AID 493244, 2011;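 active = inhibition above the mean inhibition of all tested compounds plus 3 SD, cut at about 17% in these data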;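 also: assay run at fixed EC70 calcium of 1.6 mM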
CAL PDZ FP-2 – CAL PDZ peptide-binding inhibitors, primary screen, biochemical, fluorescence polarization, Cer-tagged CAL PDZ, HTS. Golgi-associated PDZ and coiled-coil motif-containing protein (Homo sapiens), Q9HD26. purified CAL PDZ, TMR-peptide fluorescence polarization, 1 h. inhibition, % at 20 µM. actives 0.02% (n = 330,000). AID 504414, 2011;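 active = highest replicate inhibition of at least 40%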;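 also: plate controls were DMSO neutral control wells for no effect and unlabeled competitor peptide control wells for full effect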
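Test system: purified CerCALP PDZ construct; Compound dosing: one concentration, 20 µM compound; Also added: TMR-labelled reporter peptide T*-PRC34 bound in PDZ groove; Read-out: inhibition from polarization loss; Controls: unlabelled peptide and DMSO controls; Signal: FP readout, S and P plane fluorescence; Incubation: 1 h at RT.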
V-ATPase pHluor – regulators of yeast V-ATPase proton pumping, primary screen, pHLuorin cytosolic pH fluorescence. actives 0.37% (n = 350,000). response, % at 10 µM. AID 504577, 2011. S. cerevisiae; in the data active = response mostly above about 7.3%, no sharp cut-off; inactive = mostly below about 5.4%; also: actives read high; inactives centre near 0; some compounds called inactive have numbers as strong as hits
DAGLB inh – DAGLB lipase inhibitors, primary screen, biochemical, fluorescence, HTS; HEK293T DAGLB membrane lysate, EnzChek fluorogenic substrate; inhibition, % at 5.17 µM; actives 0.059% (n = 340,000); AID 504411, 2011; in the data active = inhibition above about 34%;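 also: 0% = enzyme with vehicle and 100% = wells lacking enzyme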
Arr AP2 block – inhibitors of beta-arrestin/AP2 binding, primary screen, biochemical, GPCR trafficking, flow cytometry. FITC-arrestin peptide / GST-AP2 beads; AP2 beta2 appendage carries R879A mutation. beta-arrestin 1 C-terminal peptide binding to AP2 beta2-adaptin appendage (human). actives 0.31% (n = 340,000). inhibition, % at 10 µM;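 active = inhibition above a set limit, near 3 SD of compounds lacking own fluorescence, cut at about 54% in these data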;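 also: plate controls were DMSO wells for no effect and 5 µM unlabelled arrestin peptide for full effect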
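Assay system: GST-AP2 R879A bound to glutathione beads, E. coli-expressed; Medium: PBS with 0.05% Tween 20 and 0.1% BSA; Also added: fluorescein-tagged arrestin peptide at 50 nM final; Timing: 12 min plus 1 h, RT; Measured by: flow cytometry, FL1 (488/535 nm); Evaluation: percent drop in bead-associated FITC signal.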
NSD2 HMT inh – NSD2 histone methyltransferase inhibitors, primary screen, biochemical, AlphaScreen, single concentration, set 2 | actives 0.54% (n = 310,000) | inhibition, % at 12.5 µM | NSD2 peptide methylation, 120 min; in the data active = inhibition above about 50%
Pemphigus Ab inh – inhibitors of pemphigus antibody binding to DSG3, primary screen, biochemical, bead-based, flow cytometry, scFv-GFP | actives 0.48% (n = 310,000) | DSG3-coupled beads, scFv-anti-DSG3-GFP binding; stronger effect = lower value | Desmoglein-3 (Homo sapiens), P32926 | binding (percent of control), % at 10 µM;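 active = binding more than 3 SD below its plate's average and above zero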;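 also: hits lower antibody fragment binding to DSG3; some compounds called inactive have numbers as strong as hits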
The depositor's hits bear a star; nt = not tested or not shown.

no.	Structure	CAL PDZ FP-1	LANA DNA inh	Keap1 Nrf2 FP	RTF Ca sens inh	CAL PDZ FP-2	V-ATPase pHluor	DAGLB inh	Arr AP2 block	NSD2 HMT inh	Pemphigus Ab inh
1	COc1ccc(CNC(=O)C2CCCN(c3nccc(C)n3)C2)cc1 (configuration not stated)	-23	0.3	1	2	-0.7	-6	-3	10	25	nt
2	O=C(CSc1nnc(CCCN2C(=O)c3cccc4cccc(c34)C2=O)n1-c1ccccc1)N1CCN(CCO)CC1	-2	1.4	1	-7	-2.5	0	0	0	-1	83
3	COc1cccc(CN2CCC(n3nccc3NC(=O)CCOc3ccccc3)CC2)c1O	nt	-1.5	-5	5	-0.5	-2	0	4	2	nt
4	CCn1c(SCC(=O)N2CCN(c3ccccc3)CC2)nc2c([nH]c3ccccc32)c1=O	-6	-0.4	-4	-12	-2.2	3	1	3	-4	103
5	CCn1c(C(C)NC(=O)c2ccc(Cl)cc2)n[nH]c1=S (configuration not stated)	5	-0.4	0	0	14	1	-1	16	-5	122
6	CC(=O)/C(N=Nc1cc(C)ccc1O)=C(\C)O	-6	1.9	-2	6	nt	-1	4	-13	2	157
7	O=C(CN1C(=O)c2ccc([N+](=O)[O-])cc2C1=O)NCc1ccc(C(=O)O)cc1	-3	-0.6	1	-2	-0.8	2	-1	-3	1	105
8	COc1ccc(NC(=O)c2ccc(-n3cnnn3)cc2)c([N+](=O)[O-])c1	-4	0.6	-4	-4	-2.0	-2	0	11	-12	95
9	Cc1cccc(N2CCN(C(=O)NC3CCCCC3)CC2)c1C	-7	0.4	0	-10	-0.4	-2	-5	-3	-2	109
10	COc1ccc(CCNC(=O)COC(=O)c2cc(OC)c(OC)cc2OC)cc1	-1	0.2	1	-3	-1.3	0	0	-1	-1	106
11	COC(=O)c1ccc(-c2nc(-c3cccs3)no2)cc1	nt	-0.3	-7	-3	-1.0	-1	-14	-3	nt	107
12	O=C(Nc1cc(C(F)(F)F)ccc1N1CCCC1)C1=COCCO1	-2	0.0	-1	-5	0.6	1	0	18	8	114
13	O=C1NC(C(F)(F)F)(C(F)(F)F)N=C2SC=CN12	-5	0.0	-2	-9	0.2	4	1	-1	-1	nt
14	COCc1cc(C)nc2sc(C(=O)OC)c(N)c12	3	-4.1	-1	-4	-0.4	4	0	23	-2	nt
15	CCCOP(=O)(c1ccc(N(C)C)cc1)C(Nc1ccccc1)c1ccc(N(C)C)cc1 (configuration not stated)	-5	0.2	-1	-4	0.8	1	2	-16	6	99
16	O=C(c1cc(-c2ccc(Br)cc2)on1)N1CCc2ccccc2C1	-4	0.1	-4	-33	-1.9	11	-1	6	-3	nt
17	COc1ccc(C2(CNC(=O)c3ccc(Br)o3)CCOCC2)cc1	-2	-3.4	-6	-6	-1.6	-6	1	10	1	102
18	Cc1ccc(NC(=O)CSc2nc3nn(-c4ccccc4)c(=O)c-3c3n2CCCCC3)cc1F	-7	2.0	-2	-6	-0.7	-2	10	-15	1	103
19	COc1ccccc1NC(=O)c1ccc(Br)c(S(=O)(=O)N2CCCC2)c1	-2	-0.8	0	-4	-3.2	-5	-6	10	-1	103
20	O=C(Cc1ccc(Cl)cc1Cl)NCC1(N2CCOCC2)CCCCC1	0	3.5	-3	-6	-2.4	9	0	2	-1	nt
21	O=C(CNC(=O)c1ccc(Oc2ccccc2)cc1)OCc1ccc(Br)cc1	-2	-1.9	1	4	0.3	-2	-8	34	0	91
22	O=C(N[C@@H](Cc1c[nH]c2ccccc12)C(=O)O)c1ccccc1Cl	-3	2.5	-1	4	-2.5	2	-2	-8	9	97
23	CCC(C(=O)OCCN(CC)CC)c1ccccc1 (configuration not stated)	-7	-0.1	1	3	-0.3	-1	1	-1	nt	110
24	O=C(COC(=O)c1ccc(Cl)nc1)NCCC1=CCCCC1	-1	2.2	5	-5	-0.4	1	-2	-22	5	106
25	Cc1cc2ncn(C(=O)c3ccc4c(c3)OCO4)c2cc1C	7	0.1	1	-4	nt	-1	-3	1	0	118
26	O=C1CC(c2ccccc2)CC(O)=C1C=Nc1ccccc1O (configuration not stated)	-3	0.1	-4	2	-1.3	2	0	3	-1	93
27	O=C(Nc1nccs1)C1CCN(S(=O)(=O)c2c(Cl)cccc2Cl)CC1	0	-0.8	1	-7	-2.7	2	-2	0	1	101
28	O=C(NCc1ccccc1)N(Cc1cc2cc3c(cc2[nH]c1=O)OCO3)CC1CCCO1 (configuration not stated)	-2	0.3	-2	0	-0.6	-2	8	-5	-1	112
29	Cc1cc(OC(C)C(=O)NCC(O)c2ccccc2)c2c(C)c(C)c(=O)oc2c1 (configuration not stated)	0	1.2	-6	7	-2.5	3	2	3	-6	nt
30	COCCNc1nnc(SCC(=O)c2ccc3c(c2)OCO3)s1	0	1.0	-5	0	-1.1	0	-1	31	0	98
31	COc1cc(OC)c(OC)cc1CN1CCN(S(=O)(=O)c2ccc(F)cc2)CC1	-8	3.9	-8	-3	-1.2	3	1	0	3	104
32	COc1ccc(NC(=O)CC23CC4CC(CC(C4)C2)C3)cn1	nt	-0.3	-3	17*	-1.3	2	-2	-12	-2	104
33	CC(C)C(C)NC(=O)COc1ccc(OCc2ccccc2)cc1 (configuration not stated)	-2	-0.3	-3	-2	-1.4	-2	-3	-12	-1	102
34	CC1CCN(C(=S)c2cccc(O)c2)CC1	nt	-1.2	-3	-8	0.0	0	1	7	3	103
35	Cc1cc(OCC(=O)Nc2sc3c(c2C#N)CC(C)(C)NC3(C)C)c(C(C)C)cc1Cl	-7	-0.9	-3	6	0.1	-1	-4	1	-8	nt
36	Cc1cccc(NC(=O)c2cnccn2)c1	5	0.3	-3	-3	-0.3	-3	-2	34	-2	108
37	Cc1cc(C)nc(N/N=C/c2ccccc2OCc2ccc(Cl)cc2)n1	nt	-0.1	-1	-5	-0.2	1	-9	8	-1	114
38	Nc1ccc(C(=O)N/N=C/c2sc(N3CCOCC3)nc2-c2ccccc2)cc1	-6	-0.5	0	-3	4.9	6	3	9	1	103
39	Cc1nn(CC(=O)OCCOc2ccc(Br)cc2)c(C)c1[N+](=O)[O-]	0	0.9	3	2	-0.6	-3	-4	50	-3	96
40	CCOCCN1CCN(C2c3ccccc3CSc3ccccc32)CC1 (configuration not stated)	nt	0.3	-2	3	-0.7	-1	-5	37	6	102
41	COC(C/C=C\[C@@H](O)[C@H](C)OCc1ccccc1)OC	0	-2.2	1	-8	-0.9	-8	-4	3	nt	98
42	S=c1[nH]nc(-c2cccs2)n1C1CCCCC1	nt	nt	nt	nt	nt	0	nt	8	-1	99
43	CCC(C(=O)NC1CCCC1)N(Cc1ccco1)C(=O)Cn1nnc(-c2ccc(C)cc2)n1 (configuration not stated)	nt	-0.2	-4	-6	-2.9	2	3	2	4	102
44	CCN(CC)C(=O)C1CCCN(Cc2ccc3ccccc3c2)C1 (configuration not stated)	-2	0.2	3	-6	-6.2	0	-3	5	3	105
45	CC1CCCC(NC(=O)C2CCN(C(=O)Nc3ccccc3)CC2)C1C (configuration not stated)	7	0.2	-4	-11	-3.1	6	-3	24	-3	103

Numbers 37 through 42, quoted:
no.	Structure	CAL PDZ FP-1	LANA DNA inh	Keap1 Nrf2 FP	RTF Ca sens inh	CAL PDZ FP-2	V-ATPase pHluor	DAGLB inh	Arr AP2 block	NSD2 HMT inh	Pemphigus Ab inh
37	Cc1cc(C)nc(N/N=C/c2ccccc2OCc2ccc(Cl)cc2)n1	nt	-0.1	-1	-5	-0.2	1	-9	8	-1	114
38	Nc1ccc(C(=O)N/N=C/c2sc(N3CCOCC3)nc2-c2ccccc2)cc1	-6	-0.5	0	-3	4.9	6	3	9	1	103
39	Cc1nn(CC(=O)OCCOc2ccc(Br)cc2)c(C)c1[N+](=O)[O-]	0	0.9	3	2	-0.6	-3	-4	50	-3	96
40	CCOCCN1CCN(C2c3ccccc3CSc3ccccc32)CC1 (configuration not stated)	nt	0.3	-2	3	-0.7	-1	-5	37	6	102
41	COC(C/C=C\[C@@H](O)[C@H](C)OCc1ccccc1)OC	0	-2.2	1	-8	-0.9	-8	-4	3	nt	98
42	S=c1[nH]nc(-c2cccs2)n1C1CCCCC1	nt	nt	nt	nt	nt	0	nt	8	-1	99

From PubChem BioAssay

Some of the compounds tested; the hit share may differ from the screen's.
